Assay outcomes from PubChem BioAssay.
PLC-gamma1 inh: blocks human PLC-gamma1 enzyme activity; P19174; purified PLC-gamma1, fluorogenic substrate, fluorescence; inhibition, % at 12.2 µM; actives 0.84% (n = 370,000); in the data active = inhibition above about 9.5%
KLK7 zymogen act: proKLK7 (human) activation, primary screen; P49862; purified proKLK7, EDANS-DABCYL substrate fluorescence; 100% is mature enzyme control, 0% vehicle; actives 0.9% (n = 370,000); activation, % at 7 µM;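 active = activation above the mean of all tested compounds plus 3 SD, computed per campaign excluding outliers beyond control limits, cut at about 13% in these data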
Target sequence (P49862 whole entry, looked up): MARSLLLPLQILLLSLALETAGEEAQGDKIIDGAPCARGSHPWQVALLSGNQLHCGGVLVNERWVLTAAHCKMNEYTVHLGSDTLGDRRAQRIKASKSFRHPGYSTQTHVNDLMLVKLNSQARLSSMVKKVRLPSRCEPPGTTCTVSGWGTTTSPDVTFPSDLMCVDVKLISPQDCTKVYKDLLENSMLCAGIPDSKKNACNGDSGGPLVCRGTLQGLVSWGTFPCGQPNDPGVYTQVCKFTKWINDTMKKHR
Tn6 DDE FP: DD(E)-Tn6 binding inhibition, primary FP screen | actives 0.21% (n = 370,000) | inhibition, % at 8.3 µM | Fibrin DD(E) TRITC-Tn6 fluorescence polarization displacement | P02675;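 active = inhibition above a per-campaign cutoff: mean of compounds within control limits plus 3 SD, cut at about 15% in these data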;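 also: 0% = median of all compound wells on the plate and 100% = blocking peptide control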
ARFGAP1 inh: inhibitors of rat ARFGAP1; Q62848; Arfgap1-stimulated ARF1 GTP hydrolysis, GDP FP detection; inhibition, % at 16.5 µM; actives 0.26% (n = 360,000); AID 651572;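 active = inhibition above a per-plate limit, mean inhibition of low control wells plus 3 SD, cut at about 25% in these data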;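 also: 0% = DMSO wells with enzyme and 100% = wells lacking Arfgap1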
Target sequence (Q62848 1-136 limits assumed): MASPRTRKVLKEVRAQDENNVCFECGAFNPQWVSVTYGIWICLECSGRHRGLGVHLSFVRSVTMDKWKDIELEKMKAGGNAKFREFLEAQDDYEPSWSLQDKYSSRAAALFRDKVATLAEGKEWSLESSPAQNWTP
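Repeats: one replicate per compound; assay system: rat Arfgap1 catalytic domain, aa 1-136; times: enzyme reaction 120 min at 25 °C after 20 min preincubation; detection: FP of antibody-bound GDP Alexa 633 tracer, ex 620/em 688 nm; benchmarks: high control wells lacking Arfgap1, low control full reaction with DMSO; reagent: human ARF1(Δ1-17)-GTP substrate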
DDE Tn7 FP inh: DD(E)-Tn7 binding inhibition, primary FP screen | actives 0.13% (n = 370,000) | inhibition, % at 8.3 µM | FP displacement of FITC-Tn7 peptide from fibrin DD(E); 0% = median of compound wells per plate;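 active = inhibition above the mean of compounds falling within the control limits plus 3 SD of them, cut at about 14% in these data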;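 also: 0% = plate median of compound wells and 100% = 10 µM Aha-Tn7 peptide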
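Measure: % inhibition scaled between sample-field median and high-control FP; Test system: human fibrin DD(E); Quantity: 2 µM final DD(E) protein; Doses: one dose, 8.3 µM nominal; Schedule: compound with protein 10 min, then 3 h after probe, room temperature; Detection: fluorescence polarization; Medium: Tris buffer with calcium and detergent, pH 7.8.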
PLC-beta3 inh: blocks human PLC-beta3 enzyme activity. inhibition, % at 12.2 µM. Purified PLC-beta3, fluorogenic substrate, fluorescence. AID 720704. Q01970. actives 0.18% (n = 370,000); in the data active = inhibition above about 11%;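 also: 0% = median of compound wells on plate and 100% = full blocker control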
sPLA2-III inh: Inhibits HGIII-sPLA2 liposome hydrolysis, primary screen. Q9NZ20. QFRET BODIPY PC-A2 liposome hydrolysis, fluorescence. inhibition, % at 12.2 µM. actives 0.56% (n = 370,000). AID 743126;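 active = inhibition above mean plus 3 SD of compounds lying within the high and low control bounds, cut at about 19% in these data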;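 also: 0% = median of test compound wells and 100% = no enzyme DMSO wells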
NR1D1 modulator: modulates human Rev-erb alpha binding to DNA; P20393; Rev-erbα–FITC-DNA binding, fluorescence polarization, 90 min; activity, % at 10 µM; actives 0.79% (n = 370,000);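 active = activity above about 14%, limit read from the data; passing the limit was not always enough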;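 also: 0% = DMSO wells with 35 nM protein and 100% = DMSO wells with 750 nM protein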
ASAP1 GAP inh: ASAP1 ArfGAP inhibition; Q9ULH1; ASAP1-stimulated ARF1 GTP hydrolysis, GDP FP detection; inhibition, % at 16.5 µM; actives 0.19% (n = 360,000); AID 624377; in the data active = inhibition above about 25%;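 also: 0% = vehicle with enzyme and substrate and 100% = no enzyme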
Target sequence (Q9ULH1 325-724 limits assumed): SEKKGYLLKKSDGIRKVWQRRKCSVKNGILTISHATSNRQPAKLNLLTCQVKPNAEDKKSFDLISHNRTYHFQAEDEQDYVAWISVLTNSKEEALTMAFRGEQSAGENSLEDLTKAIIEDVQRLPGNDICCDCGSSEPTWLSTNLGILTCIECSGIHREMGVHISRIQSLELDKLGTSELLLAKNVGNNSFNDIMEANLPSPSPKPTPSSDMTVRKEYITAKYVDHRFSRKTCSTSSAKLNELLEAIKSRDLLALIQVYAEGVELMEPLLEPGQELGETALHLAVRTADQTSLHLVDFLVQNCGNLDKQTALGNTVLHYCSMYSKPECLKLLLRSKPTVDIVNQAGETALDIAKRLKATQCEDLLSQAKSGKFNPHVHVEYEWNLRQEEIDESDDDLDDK
UHRF1 MBD2 ctr: blocks human UHRF1 binding to methylated DNA | Q96T88 | UHRF1 binding to methylated oligo, TR-FRET | inhibition, % at 4.4 µM | actives 0.75% (n = 370,000) | AID 687016; in the data active = inhibition above about 21%;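 also: UHRF1 SRA domain binding a hemimethylated CpG hairpin DNA probe; 0% = median of test compound wells and 100% = reference inhibitor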
* marks the source's active call; other numbers are inactive results; · = no result given. These rows are one share of the data; count on the stated rates, not on these rows.

SMILES	PLC-gamma1 inh	KLK7 zymogen act	Tn6 DDE FP	ARFGAP1 inh	DDE Tn7 FP inh	PLC-beta3 inh	sPLA2-III inh	NR1D1 modulator	ASAP1 GAP inh	UHRF1 MBD2 ctr
Cn1c(=O)c2c(nc(N/N=C/c3c(O)n(-c4ccccc4)c(=S)[nH]c3=O)n2C)n(C)c1=O	-14	-2.8	-1	-5	-1	-11	-4	-6	-16	-2
COc1cccc(NP(=O)(Oc2ccccc2)Oc2ccccc2)c1	4	-0.6	9	10	-4	7	-45	-1	5	0
CN1CCN(C(=O)COc2ccc(N(C)S(=O)(=O)c3ccc(F)cc3)cc2)CC1	-2	-0.4	-2	2	-3	-8	-3	-4	10	-1
c1ccc(CCc2ccc3n2Cc2cnnn2-c2ccccc2-3)cc1	-238	2.3	-7	-18	6	-380	-27	4	-15	0
CCN(CC)P(=O)(c1nccn1C)N(CC)CC	1	-0.3	0	0	5	1	3	-2	-1	1
Cc1cc(C)cc(NC(=S)NC2CC3CCCC(C2)N3Cc2cccs2)c1 (stereo not drawn)	2	0.7	2	-8	-9	6	9	·	-4	-2
O=[N+]([O-])c1cccnc1N1CCCNCC1	0	0.0	8	-1	-7	-1	3	-9	2	-1
CN(C)CCN=Cc1c(O)n(C2CCCCCC2)c(=O)[nH]c1=O	3	0.4	0	9	1	-2	7	-7	8	2
O=C(c1cc(C(=O)NCc2ccccc2)c(=O)n(Cc2ccccc2)c1)c1cc(Br)ccc1O	0	0.4	0	-2	-4	1	-7	-5	-6	-1
COc1ccc(CC2(CCc3ccncc3)C(=O)NC(=O)NC2=O)cc1OC	0	-0.2	-4	-10	10	1	9	2	-20	0
C=C1C(=O)O[C@@H]2C[C@@H](C)[C@@H]3C4OC4C(=O)[C@@]3(C)[C@@H](O)[C@H]12 (stereo partly drawn)	2	0.6	-9	4	-4	5	4	4	-2	0
CCN(CC)C(=O)c1ccc(NC(=O)COc2ccccc2F)cc1	-3	-0.4	7	-5	7	-3	-1	-6	3	-2
CCCCOP(=O)(CN1CCOCC1)OCCCC	-1	-0.6	-13	-3	-2	0	4	-2	3	-4
COc1cccc(C(c2nnnn2C2CCCC2)N2CCC3(CC2)C(=O)NCN3c2ccccc2)c1OC (stereo not drawn)	0	1.2	7	-14	1	2	-6	0	1	-2
c1ccc(-c2cc(-c3ccccc3)[n+](-c3ccccc3)c(-c3ccccc3)c2)cc1	-3	1.1	7	9	-1	-15	6	-4	13	2
N=Cc1c(O)n(-c2ccccc2)c(=O)n(-c2ccccc2)c1=O	2	-0.1	-3	-15	-5	-5	6	3	3	4
CSc1ccccc1C(=O)C1CCCN(Cc2ccn[nH]2)C1 (stereo not drawn)	3	-0.3	-1	10	2	-1	15	-8	1	10
CCOc1cc2c(cc1OCC)-n1cccc1C(c1ccc(C(C)C)cc1)NC2 (stereo not drawn)	9	-0.6	-1	8	-1	2	4	2	-2	-1
Cc1csc(NC(=O)C(Cl)c2ccccc2)n1 (stereo not drawn) (tested in a mixture with another compound)	2	0.1	-6	-2	0	-6	-7	-2	-4	-1
Cn1cc(/C=C2\C(=O)NC(=O)N(c3ccccc3)C2=O)c2ccccc21	0	0.3	1	5	1	-6	6	-2	4	-3

Some of these compounds in order of formula weight, ascending:
SMILES	PLC-gamma1 inh	KLK7 zymogen act	Tn6 DDE FP	ARFGAP1 inh	DDE Tn7 FP inh	PLC-beta3 inh	sPLA2-III inh	NR1D1 modulator	ASAP1 GAP inh	UHRF1 MBD2 ctr
Cc1csc(NC(=O)C(Cl)c2ccccc2)n1 (stereo not drawn) (tested in a mixture with another compound)	2	0.1	-6	-2	0	-6	-7	-2	-4	-1
CCN(CC)P(=O)(c1nccn1C)N(CC)CC	1	-0.3	0	0	5	1	3	-2	-1	1
C=C1C(=O)O[C@@H]2C[C@@H](C)[C@@H]3C4OC4C(=O)[C@@]3(C)[C@@H](O)[C@H]12 (stereo partly drawn)	2	0.6	-9	4	-4	5	4	4	-2	0
N=Cc1c(O)n(-c2ccccc2)c(=O)n(-c2ccccc2)c1=O	2	-0.1	-3	-15	-5	-5	6	3	3	4
CCN(CC)C(=O)c1ccc(NC(=O)COc2ccccc2F)cc1	-3	-0.4	7	-5	7	-3	-1	-6	3	-2
c1ccc(-c2cc(-c3ccccc3)[n+](-c3ccccc3)c(-c3ccccc3)c2)cc1	-3	1.1	7	9	-1	-15	6	-4	13	2
CCOc1cc2c(cc1OCC)-n1cccc1C(c1ccc(C(C)C)cc1)NC2 (stereo not drawn)	9	-0.6	-1	8	-1	2	4	2	-2	-1
CN1CCN(C(=O)COc2ccc(N(C)S(=O)(=O)c3ccc(F)cc3)cc2)CC1	-2	-0.4	-2	2	-3	-8	-3	-4	10	-1
Cn1c(=O)c2c(nc(N/N=C/c3c(O)n(-c4ccccc4)c(=S)[nH]c3=O)n2C)n(C)c1=O	-14	-2.8	-1	-5	-1	-11	-4	-6	-16	-2
O=C(c1cc(C(=O)NCc2ccccc2)c(=O)n(Cc2ccccc2)c1)c1cc(Br)ccc1O	0	0.4	0	-2	-4	1	-7	-5	-6	-1
COc1cccc(C(c2nnnn2C2CCCC2)N2CCC3(CC2)C(=O)NCN3c2ccccc2)c1OC (stereo not drawn)	0	1.2	7	-14	1	2	-6	0	1	-2

Next section.
SMILES	PLC-gamma1 inh	KLK7 zymogen act	Tn6 DDE FP	ARFGAP1 inh	DDE Tn7 FP inh	PLC-beta3 inh	sPLA2-III inh	NR1D1 modulator	ASAP1 GAP inh	UHRF1 MBD2 ctr
COc1ccc(CN2Cc3cnnn3-c3ccccc3C2C)cc1 (stereo not drawn)	2	1.8	3	5	-9	-1	-1	-3	-2	-2
Cc1cccc(-n2c(O)c(/C=N/NC(=O)c3ccncc3)c(=O)[nH]c2=O)c1	-27	-0.7	6	-1	1	-33	-9	1	-6	7
COc1ccc(C2SCC(=O)Nc3c2c(C)nn3C2CCOC(C)(C)C2)cc1 (stereo not drawn)	9	0.2	7	-7	3	3	-4	1	4	0
O=[N+]([O-])c1cc(F)c(N2CCCCCC2)cc1N1CCNCC1	-1	0.2	-5	-10	-1	5	-11	11	2	-10
CC1=C2C(=O)C3C(CC=C4CC(O)CCC43C)C2CCC12OC1CC(C)CNC1C2C (stereo not drawn)	4	0.5	1	-2	7	-4	-1	-5	1	4
C=CCN1C(=O)NC(=O)/C(=C/c2ccc(N(C)C)c(Br)c2)C1=O	-3	0.3	-5	-1	7	-5	2	-3	-2	-3
COC(=O)C1=C(c2cc3ccccc3o2)C[C@@H]2CC[C@H]1N2C(=O)NCc1ccc(F)cc1	0	-0.6	0	0	-2	2	-14	-3	0	-4
Cc1c(C(=O)N2CCC3(CC2)OCCO3)oc2ccccc12	-2	0.1	-2	9	2	-1	2	-5	-1	7
CCc1ccc(CN2CCN(Cc3cc(Br)ccc3O)CC2)cc1	2	0.9	0	5	-6	1	-4	3	-6	1
CC(C)(C)c1nc(NCc2ccc3c(c2)OCO3)c2nnn(Cc3ccccc3Cl)c2n1	2	0.3	7	-11	-3	0	1	13	7	-2
O=C(O)Cn1cc(C(=O)c2ccccc2F)c2ccccc21	-4	0.1	-7	8	4	-2	8	0	4	4
CCCCn1nnnc1C(c1cccc(OC)c1OC)N1CCC2(CC1)C(=O)NCN2c1ccccc1 (stereo not drawn)	0	0.6	-2	14	-2	2	-17	-1	-6	5
Cc1ccccc1C1=NCC(=O)N(CC(=O)N2CCCCC2)c2sc(C)c(C)c21	2	0.5	-1	4	-5	0	-3	1	-9	-1
Clc1cccc(N2CCNCC2)n1	0	0.1	4	-18	7	1	4	2	-4	-2
Cc1ccc(OC(=O)N(C)C[C@H]2OCc3cnnn3CCCC(=O)N([C@@H](C)CO)C[C@H]2C)cc1	2	-0.5	-4	2	0	0	2	0	9	-1
CNC(=O)Oc1cccc(-c2cn3cc(Cl)ccc3n2)c1	-4	1.1	-2	1	-1	-3	-36	1	-10	-6
COc1ccc2[nH]cc(CCNCc3cccnc3)c2c1	-3	0.0	-9	6	-1	-4	-4	-6	-5	-1
CCCC1(CCC)C(=O)NC(=Nc2ccc(C)cc2)NC1=O	2	-0.4	2	9	4	-1	3	-2	3	-4
COc1ccc(C2=NCc3nnc(C)n3-c3ccc(Cl)cc32)cc1Cl	2	0.7	0	-6	2	-2	2	2	-6	-5
CC(=NCCN1CCOCC1)c1c(O)n(C2CCCCC2)c(=O)[nH]c1=O	0	-0.4	4	3	8	0	-3	1	-2	-3
OCC1(CO)COC(c2cccnc2)N1 (stereo not drawn)	0	0.4	5	-7	2	3	7	4	-2	1
Cc1cc(C)[n+](CCCC[n+]2c(C)cc(C)cc2C)c(C)c1	3	0.4	-3	9	-8	9	5	-2	-8	-3
C[C@H](NC(=O)OCc1ccccc1)C(=O)NC(Cc1ccccc1)P(=O)(Oc1ccccc1)Oc1ccccc1 (stereo partly drawn)	1	-0.3	0	·	5	2	-18	13	·	0
COc1cc(C2c3cc4c(c(O)c3CC3COC(=O)C32)OCO4)cc(OC)c1OC (stereo not drawn)	0	-0.1	3	7	9	0	-20	3	-5	1
Cc1ccc(OP(=O)(Nc2cccc(C)c2)Oc2ccc(C)cc2)cc1	3	-0.5	4	4	4	-4	-2	-3	17	-1
CC(=O)Nc1ccccc1C(=O)OCC(=O)c1cccc2ccccc12	2	0.8	1	7	3	-3	-22	0	5	0
S=P(NC1CCCCC1)(N1CC1)N1CC1	-1	-0.4	-4	-1	7	-4	0	0	-6	0
C[C@]12CC[C@H](O)CC1=C([N+](=O)[O-])CC1C2CC[C@@]2(C)C1CC[C@@H]2O (stereo partly drawn)	2	0.1	-3	-12	0	2	-3	-8	-2	-1
COc1ccc2c3c1OC1C(O)C=CC4[C@@H](C2)N(C)CC[C@]314 (stereo partly drawn)	0	0.3	7	2	1	2	6	-8	3	0
CN=C1CN=C(c2ccc[nH]2)c2cc(Cl)ccc2N1	-1	·	-4	·	-6	-13	19*	-2	·	5
S=C(NCCc1ccccc1)N1Cc2cc(-c3ccccc3)ccc2-n2nncc2C1	-1	-0.8	8	0	5	0	-4	6	-3	1
CCOC(=O)CNC(=O)CNC(=O)C(Cc1ccc(N(CCCl)CCCl)cc1)NC(C)=O (stereo not drawn)	-1	0.4	-2	16	1	-1	6	-1	3	1
O=c1[nH]c(=S)[nH]c(O)c1N=Nc1cc(S(=O)(=O)Nc2ccc(Cl)cc2)ccc1Cl	-3	0.4	-2	-27	8	-7	5	-10	-1	9
O=c1[nH]c(=O)n(Cc2ccccc2Cl)c(O)c1C=Nc1ccc(F)cc1	-4	0.6	8	-7	1	-8	-6	6	12	0
CC(=O)C1(c2ccccc2)CCNCC1	9	0.0	-8	1	4	3	5	2	5	4
